Compound activity deposited in PubChem by The Scripps Research Institute Molecular Screening Center.
TAAR1 antag: antagonists of human TAAR1; AID 624466; inhibition, % at 3 µM; CHO RD-HGA16 TAAR1, Fluo-8 calcium fluorescence, antagonist; hit rate 1.5% among 360,000; Q96RJ0;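 active = inhibition above a per-plate cutoff, the mean inhibition of test compounds on that plate plus 3 SD, cut at about 49% in these data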;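 note: 0% = DMSO plus EC80 beta-PEA response and 100% = DMSO alone without agonist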
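Test system: CHO RD-HGA16 cells bearing hTAAR1 | Reagent: β-PEA, EC80 | Compound dosing: 3 µM, single point | Schedule: Dye loading 75 min at 37 °C, then 30 min room temperature | Signal: Calcium fluorescence with Fluo-8 | Evaluation: Percent inhibition of PEA-evoked calcium signal, max/basal emission ratio | Control set: DMSO-only wells and EC80 β-PEA-stimulated wells | Repeats: Singlicate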
V1aR counter: V1a receptor agonism, counter-screen for OXTR agonists. CHO-V1R cells, Fluo-8 calcium fluorescence, agonist mode; 0% DMSO, 100% 3 nM vasopressin. P37288. activation, % at 3 µM. hit rate 0.25% among 320,000;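 active = activation above the mean activation of all tested compounds plus 3 SD, per screening run, cut at about 20% in these data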;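 note: signal is peak over basal fluorescence ratio across a 100 second FLIPR read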
GPR7 antagonist: human neuropeptides B/W receptor 1 antagonism | GPR7-expressing cells, fluorescence antagonist assay | inhibition, % at 4.4 µM | hit rate 1.1% among 290,000; in the data active = inhibition above about 16%, passing the limit was not always enough;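 note: cells stimulated with the agonist NPW; 0% = agonist with vehicle and 100% = vehicle without agonist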
Target sequence (P48145 whole entry, looked up): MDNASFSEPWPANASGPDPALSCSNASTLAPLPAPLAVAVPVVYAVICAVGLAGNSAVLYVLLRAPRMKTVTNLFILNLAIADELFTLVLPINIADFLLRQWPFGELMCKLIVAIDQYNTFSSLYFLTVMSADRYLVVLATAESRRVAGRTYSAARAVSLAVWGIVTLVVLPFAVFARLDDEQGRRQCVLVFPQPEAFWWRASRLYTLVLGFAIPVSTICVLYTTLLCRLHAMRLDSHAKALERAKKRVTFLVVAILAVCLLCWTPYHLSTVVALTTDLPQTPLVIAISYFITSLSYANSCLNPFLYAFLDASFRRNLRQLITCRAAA
CHO-K1 Ca antag: counter-screen for M1 antagonists: effect in parental CHO-K1 cells | ATP-induced calcium, Fluo-8 fluorescence | inhibition, % at 3 µM | hit rate 0.6% among 360,000 | AID 602250;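 active = inhibition above a per-plate cutoff, the plate's mean sample inhibition plus 3 SD, cut at about 24% in these data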;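 note: 0% = DMSO plus EC80 ATP and 100% = DMSO alone without ATP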
OXTR potentiator: potentiators of human oxytocin receptor; hit rate 0.061% among 320,000; activation, % at 3 µM; P30559; CHO-OTR cells, Fluo-8 calcium fluorescence, potentiator mode; 0% = oxytocin EC15, 100% = EC100;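 active = activation above that plate's cutoff, the mean activation of tested compounds plus 3 SD, cut at about 6.6% in these data, passing the limit was not always enough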;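 note: 100% uses oxytocin at 75 nM as the full agonist control; some results filed as inactive read as strong as hits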
Target sequence (P30559 whole entry, looked up): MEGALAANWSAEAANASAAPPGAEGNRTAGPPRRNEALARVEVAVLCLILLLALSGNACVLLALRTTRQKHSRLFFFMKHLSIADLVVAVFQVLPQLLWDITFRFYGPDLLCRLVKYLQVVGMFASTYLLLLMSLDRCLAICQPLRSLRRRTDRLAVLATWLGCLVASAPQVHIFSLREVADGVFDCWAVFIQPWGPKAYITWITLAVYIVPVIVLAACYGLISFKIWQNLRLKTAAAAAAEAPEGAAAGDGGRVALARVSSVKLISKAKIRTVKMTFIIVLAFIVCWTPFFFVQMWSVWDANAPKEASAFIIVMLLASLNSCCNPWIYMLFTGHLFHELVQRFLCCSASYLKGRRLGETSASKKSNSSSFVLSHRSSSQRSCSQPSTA
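assay system = CHO-OTR cells, human receptor | schedule = compound 6 min at room temperature before oxytocin, 100 s read | detection = Fluo-8 intracellular calcium fluorescence, ex 470-495, em 515-575 nm | evaluation = normalized max/min fluorescence ratio, % activation | control set = EC15 oxytocin alone as 0%, 75 nM oxytocin (EC100) as 100%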
CHO-K1 Ca PAM: nonselective activator or artifact in parental CHO-K1 calcium assay | hit rate 0.02% among 360,000 | activation, % at 3 µM | ATP EC20, Fluo-8 calcium fluorescence; 0% at ATP EC20, 100% at ATP max;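 active = activation above the run cutoff, the mean activation of all test compounds plus 3 SD, cut at about 40% in these data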;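 note: peak over basal fluorescence ratio in a 140 s read after ATP addition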
M1 ag parental: nonselective activator or artifact in parental CHO-K1 cells; hit rate 0.48% among 360,000; Fluo-8 calcium fluorescence; scaled to maximal ATP response, vehicle zero; activation, % at 3 µM; AID 602248; in the data active = activation above about 15%;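 note: untransfected CHO-K1 host cells lacking M1 receptor as counterscreen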
OXTR agonist: activates the human oxytocin receptor; activation, % at 3 µM; CHO-OTR cells, Fluo-8 calcium fluorescence; normalized: DMSO 0%, oxytocin 100%; AID 2435; hit rate 0.32% among 320,000;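 active = activation above the mean of all tested compounds plus 3 SD, cutoff set per screening run, cut at about 20% in these data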;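 note: peak over basal fluorescence ratio from a 100 s FLIPR kinetic read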
CHO parental Ca: signal in parental CHO cells, OX1R antagonist counter-screen; inhibition, % at 5.6 µM; hit rate 0.63% among 330,000; parental CHO-K1, ATP-induced calcium, Fluo-8 fluorescence;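 active = inhibition above that plate's mean sample inhibition plus 3 SD, cut at about 26% in these data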;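 note: 0% = ATP-challenged DMSO wells and 100% = DMSO wells without ATP; some compounds past the cut are filed as inactive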
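Test system: untransfected parental CHO cell line; also added: ATP stimulus; dosing: 5.6 µM, single dose; signal: calcium-sensitive Fluo-8 fluorescence; measure: percent inhibition of ATP-evoked calcium rise, normalized to controls; benchmarks: low control ATP plus DMSO, high control DMSO only; replication: one well per compound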
Active calls of the source: *; . = no result given.

Field names – A = TAAR1 antag; B = V1aR counter; C = GPR7 antagonist; D = CHO-K1 Ca antag; E = OXTR potentiator; F = CHO-K1 Ca PAM; G = M1 ag parental; H = OXTR agonist; I = CHO parental Ca
> CCN1C(=O)[C@H]2[C@@H](c3ccc(-c4ccc(F)cc4)c(OC)c3)N[C@@](CC(C)C)(C(=O)OC)[C@H]2C1=O
  A: -4; B: 1.1; C: .; D: .; E: -8; F: .; G: .; H: -0.3; I: -29
> Cc1ccsc1C(=O)OCC(=O)c1cc(C)n(CC2CCCO2)c1C (stereo not drawn)
  A: 10; B: 4.5; C: 9; D: -22; E: -13; F: 7; G: 3.0; H: 2.0; I: -23
> CCCCCCCCCOC(=O)C[n+]1csc(CCO)c1C
  A: -8; B: 0.9; C: -4; D: 6; E: -2; F: -3; G: -0.3; H: -0.4; I: -15
> CN1CCN(S(=O)(=O)c2ccc(Cl)c3ccccc23)CC1
  A: -31; B: 0.5; C: -10; D: -8; E: -9; F: 9; G: 1.0; H: 1.4; I: -9
> CCOc1ccc(NC(=O)CN(C)C(=O)CCCc2nc3ccccc3c(=O)[nH]2)cc1OCC
  A: -19; B: -0.4; C: .; D: 4; E: -12; F: 4; G: 1.5; H: -0.1; I: -6
> COc1cc(/C=N/NC(=O)c2ccc(NC(=O)C3CC3)cc2)ccc1OC(C)=O
  A: -3; B: -0.1; C: -15; D: -3; E: -8; F: 2; G: 1.4; H: -0.1; I: -1
> Cc1ccc(Cn2ccc(NC(=O)c3nn(C)cc3[N+](=O)[O-])n2)cc1
  A: 6; B: 0.2; C: -5; D: -7; E: -3; F: 21; G: 0.8; H: 0.7; I: -2
> COC(=O)c1ccc(CN2CCCC(C(=O)c3cc(F)ccc3OC)C2)cc1 (stereo not drawn)
  A: -43; B: 0.4; C: -8; D: 1; E: 2; F: 3; G: -0.3; H: -2.0; I: -22
> COc1ccc(-c2ccc(CCC(=O)O)n2NC(=O)c2ccc(O)cc2)cc1
  A: 17; B: -1.0; C: -9; D: -12; E: 1; F: 19; G: 0.6; H: 1.1; I: 1
> O=C(CCSc1nc(-c2ccco2)cc(C(F)(F)F)n1)N1CCN(c2ccccn2)CC1
  A: 33; B: -0.7; C: -14; D: -2; E: -3; F: 11; G: 2.6; H: -1.9; I: -39

Part of the list above in order of heavy-atom count, low to high.
Field names – A = TAAR1 antag; B = V1aR counter; C = GPR7 antagonist; D = CHO-K1 Ca antag; E = OXTR potentiator; F = CHO-K1 Ca PAM; G = M1 ag parental; H = OXTR agonist; I = CHO parental Ca
> Cc1ccc(Cn2ccc(NC(=O)c3nn(C)cc3[N+](=O)[O-])n2)cc1
  A: 6; B: 0.2; C: -5; D: -7; E: -3; F: 21; G: 0.8; H: 0.7; I: -2
> CCOc1ccc(NC(=O)CN(C)C(=O)CCCc2nc3ccccc3c(=O)[nH]2)cc1OCC
  A: -19; B: -0.4; C: .; D: 4; E: -12; F: 4; G: 1.5; H: -0.1; I: -6
> CCN1C(=O)[C@H]2[C@@H](c3ccc(-c4ccc(F)cc4)c(OC)c3)N[C@@](CC(C)C)(C(=O)OC)[C@H]2C1=O
  A: -4; B: 1.1; C: .; D: .; E: -8; F: .; G: .; H: -0.3; I: -29

Next entries
Field names – A = TAAR1 antag; B = V1aR counter; C = GPR7 antagonist; D = CHO-K1 Ca antag; E = OXTR potentiator; F = CHO-K1 Ca PAM; G = M1 ag parental; H = OXTR agonist; I = CHO parental Ca
> COc1cc(C)ccc1S(=O)(=O)NC(=O)C1(C)CCN1C(=O)Cc1ccc(C(C)(C)C)cc1 (stereo not drawn)
  A: -19; B: .; C: .; D: -3; E: .; F: 13; G: -0.2; H: .; I: .
> CCCCCC(=O)N1CCN(c2ccc(C(C)=O)cc2F)CC1
  A: -16; B: 4.5; C: 8; D: 0; E: -7; F: -5; G: 4.9; H: 1.7; I: 8
> CC(=O)OCC=C1CCC2C3CC(C)C4=CC(=O)CCC4(C)C3C(O)CC12C (stereo not drawn)
  A: 10; B: .; C: .; D: -8; E: .; F: -1; G: 5.7; H: .; I: .
> COC(=O)c1cccc(COC(=O)c2ccc(CS(=O)(=O)c3ccc(C)cc3)cc2)c1
  A: -5; B: 6.3; C: 4; D: -8; E: -11; F: 0; G: 0.6; H: 1.5; I: 18
> Cc1cc(Br)cc(C)c1OCCCCN(C)C
  A: 0; B: 1.6; C: 4; D: -8; E: -9; F: 23; G: 2.9; H: 3.9; I: -13
> CC(C)C[C@@H](CNC(=O)OC(C)(C)C)NC(=O)c1nc[nH]c1C(=O)N[C@@H](CC(C)C)C(=O)CNC[C@H](CC(C)C)NC(=O)c1nc[nH]c1C(=O)N[C@@H](Cc1c[nH]c2ccccc12)C(=O)OC(C)(C)C
  A: 4; B: 0.9; C: .; D: -10; E: -1; F: 17; G: -0.2; H: -0.4; I: -17
> COc1cccc(CN(C)C(=O)/C=C/c2ccc(S(=O)(=O)N3CCCCCC3)cc2)c1
  A: -1; B: 4.8; C: 9; D: 2; E: -7; F: 1; G: 3.6; H: 2.0; I: -13
> COc1ccc2nc(SCC(=O)Nc3ccccc3OC)[nH]c2c1
  A: -17; B: 0.7; C: 3; D: 0; E: -3; F: 12; G: 3.0; H: -1.3; I: -23
> CCc1cc2ccc(C)cc2nc1SCC(=O)Nc1c[nH]c(=O)[nH]c1=O
  A: 10; B: 0.2; C: -4; D: -5; E: -13; F: 3; G: -0.5; H: 0.1; I: -13
> CCc1ccc(-c2nc(SCC(=O)NC3CC3)n[nH]2)cc1
  A: 6; B: -0.9; C: .; D: 21; E: 6; F: -16; G: 11; H: -0.4; I: -15

The list goes on, overlapping the part above by 3 compounds.
Field names – A = TAAR1 antag; B = V1aR counter; C = GPR7 antagonist; D = CHO-K1 Ca antag; E = OXTR potentiator; F = CHO-K1 Ca PAM; G = M1 ag parental; H = OXTR agonist; I = CHO parental Ca
> COc1ccc2nc(SCC(=O)Nc3ccccc3OC)[nH]c2c1
  A: -17; B: 0.7; C: 3; D: 0; E: -3; F: 12; G: 3.0; H: -1.3; I: -23
> CCc1cc2ccc(C)cc2nc1SCC(=O)Nc1c[nH]c(=O)[nH]c1=O
  A: 10; B: 0.2; C: -4; D: -5; E: -13; F: 3; G: -0.5; H: 0.1; I: -13
> CCc1ccc(-c2nc(SCC(=O)NC3CC3)n[nH]2)cc1
  A: 6; B: -0.9; C: .; D: 21; E: 6; F: -16; G: 11; H: -0.4; I: -15
> Cc1ccc2nc(-c3cccc(S(=O)(=O)N4CC(C)OC(C)C4)c3)cn2c1 (stereo not drawn)
  A: -32; B: 2.8; C: 5; D: 0; E: -3; F: 14; G: 3.0; H: 0.4; I: -35
> Cc1cccn2c(=O)c3cc(C(=O)NC4CCCC4)n(C)c3nc12
  A: -6; B: 0.2; C: 1; D: -23; E: -5; F: 20; G: 0.4; H: 0.4; I: -22
> O=C(NC1(C(F)(F)F)C(=O)Nc2c1c(=O)[nH]c(=O)n2Cc1ccccc1)c1ccc(Cl)cc1Cl (stereo not drawn)
  A: 2; B: -0.2; C: -9; D: -16; E: -2; F: 13; G: 0.9; H: -0.7; I: -8
> COc1ccc(Cl)cc1NC(=O)CN(C)C(=O)c1ccc(OCc2ccccc2)c(OC)c1
  A: 14; B: 3.3; C: .; D: -12; E: -11; F: 12; G: 4.6; H: 1.5; I: -18

Three compounds from above, ordered by the value under GPR7 antagonist, highest first.
canonical_smiles | TAAR1 antag | GPR7 antagonist
Cc1ccc2nc(-c3cccc(S(=O)(=O)N4CC(C)OC(C)C4)c3)cn2c1 (stereo not drawn) | -32 | 5
Cc1cccn2c(=O)c3cc(C(=O)NC4CCCC4)n(C)c3nc12 | -6 | 1
O=C(NC1(C(F)(F)F)C(=O)Nc2c1c(=O)[nH]c(=O)n2Cc1ccccc1)c1ccc(Cl)cc1Cl (stereo not drawn) | 2 | -9
